Screening data (PubChem)
HIF act: HIF pathway transcriptional activation; U2OS HRE-luciferase reporter, luminescence; normalized: DMSO 0%, desferrioxamine 100%; AID 1910; hit rate 0.32% among 300,000; activation, % at 7.5 µM (by protocol);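 active = mean activation of at least 10% of the iron chelator positive control signal, with at least half of replicates also reaching 10%; inconclusive = mean and replicate majority disagree about reaching 10%; inactive = mean and most replicates under 10%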
HDAC3 inhib: blocks human histone deacetylase 3 | recombinant HDAC3, fluorogenic peptide/trypsin coupled, fluorescence | inhibition, % at 8.3 µM | hit rate 0.15% among 320,000 | O15379; in the data active = inhibition above about 26%, passing the limit was not always enough; inconclusive = no clear call, values can overlap the other calls
Target sequence (O15379 whole entry, looked up): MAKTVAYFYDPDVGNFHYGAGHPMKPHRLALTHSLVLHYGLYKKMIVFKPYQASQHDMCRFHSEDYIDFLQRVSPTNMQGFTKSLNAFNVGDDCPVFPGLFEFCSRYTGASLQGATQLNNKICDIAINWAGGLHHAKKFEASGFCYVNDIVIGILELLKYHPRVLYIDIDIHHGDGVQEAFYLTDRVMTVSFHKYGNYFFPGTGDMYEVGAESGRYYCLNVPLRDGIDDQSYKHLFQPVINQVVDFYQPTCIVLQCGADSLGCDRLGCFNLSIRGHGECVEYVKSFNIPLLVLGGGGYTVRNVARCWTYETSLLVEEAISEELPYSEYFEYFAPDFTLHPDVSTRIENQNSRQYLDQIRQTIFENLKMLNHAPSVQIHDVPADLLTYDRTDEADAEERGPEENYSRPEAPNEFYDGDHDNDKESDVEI
Platelet DG rel: modulates dense granule release in human platelets; AID 1663; inhibition, %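 (compounds screened at 7.5 µM in platelet-rich plasma)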; human platelet-rich plasma, SFLLRN dense granule ATP release, luminescence; hit rate 0.22% among 300,000;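 active = mean replicate score, as percent of positive control, at or above 50; inconclusive = mean below 50 but at least one replicate at or above 50; inactive = mean and every replicate below 50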
IEC-6 tox: counter-screen for KLF5 inhibitors: cytotoxicity in IEC-6 cells; IEC-6 cytotoxicity, luminescence viability; inhibition, % at 5 µM; hit rate 0.78% among 290,000; AID 1825; in the data active = inhibition above about 22%;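 also: 0% = plate median of test compound wells and 100% = cytotoxic reference compound wells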
HSP90 inh: blocks HSP90-mediated luciferase refolding in reticulocyte lysate; Rabbit reticulocyte lysate, luciferase refolding luminescence, 3 h; inhibition, % at 5.6 µM; hit rate 0.91% among 290,000; AID 1789;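 active = inhibition above the screen-wide mean plus 3 SD, computed separately per campaign, cut at about 16% in these data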;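 also: 0% = DMSO wells and 100% = 60 µM geldanamycin wells; inhibitors lower the luminescence because luciferase stays unfolded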
AI-2 QS modul: modulators of Vibrio harveyi AI-2 quorum sensing system; Vibrio harveyi JMH597 AI-2 luminescence/OD600 ratio, 9 h; active compounds read low; strain lacks LuxN and CqsS sensors; 0 = neutral-control median; activity change, % at 7.5 µM; hit rate 0.4% among 300,000; in the data active = activity change below about -75%, passing the limit was not always enough; inconclusive = no clear call, values can overlap the other calls;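 also: luminescence divided by OD600 gain over 9 h not by final OD600 alone; inactives centre near 13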
aSyn 5UTR inh: 5' untranslated region of α-synuclein, MLPCN primary screen | inhibition, % (tested at 7.5 µM) | hit rate 0.82% among 300,000 | alpha-synuclein 5'UTR reporter, inhibitor activity; in the data active = inhibition above about 60%; inconclusive = no clear call, values can overlap the other calls;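 also: H4 neuroglioblastoma cells stably carrying SNCA 5'UTR luciferase fusion; 0% = DMSO wells and 100% = positive control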
HSF1 activator: increases HSF-1 driven luciferase reporter signal. NIH3T3-HGL HSF-1 luciferase reporter, MG132, 8 h; 100% = twice DMSO control signal. activation, % at 9 µM. hit rate 1.7% among 300,000. AID 504408;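 active = mean replicate activation of at least 50% with a set share of replicates each reaching 50%; inconclusive = only one of those two conditions met; inactive = mean below 50% and too few replicates reaching it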;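 also: 0% = median of the neutral control wells and 100% = twice that signal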
KLF5 inh: kruppel-like factor 5 inhibition. DLD-1 KLF5 promoter-luciferase reporter, luminescence. inhibition, % at 5 µM. hit rate 0.23% among 290,000;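 active = inhibition above a per-plate limit of that plate's mean compound inhibition plus 3 SD, cut at about 60% in these data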;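 also: 0% = DMSO wells and 100% = LY294002 at 200 µM; higher means less KLF5 promoter-driven luciferase light; inactives centre near -14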
HSF1 inhib: HSF1 inhibition | NIH3T3-HGL HSE-luciferase, MG132-induced, luminescence 8 h; active compounds read low | activity change, negative = inhibition, % at 7.5 µM (by protocol) | hit rate 0.77% among 300,000;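 active = more than half of replicate wells show activity change below -50%, luminescence cut by over half; inconclusive = some wells, but at most half, below -50%; inactive = no replicate well below -50%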;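 also: luciferase reports HSF-1 transcriptional activity via heat shock element; 0% = median of DMSO wells and -100% = zero luminescence signal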
An asterisk follows results filed as active; ? = inconclusive; nt = no result given.

SMILES	HIF act	HDAC3 inhib	Platelet DG rel	IEC-6 tox	HSP90 inh	AI-2 QS modul	aSyn 5UTR inh	HSF1 activator	KLF5 inh	HSF1 inhib
O=C(Nc1cccn(Cc2ccccc2Cl)c1=O)NC1CCCCC1	-0.2	8	0	-2	-1	5	-26	29	-11	5
Cc1ccc(NC(=O)COc2nc(C)cs2)cc1	0.0	3	-2	3	0	24	-3	-8	-11	4
O=C(Cn1nc(Cl)nc1Cl)c1ccc(F)cc1	-3.2	-4	-8	8	4	12	6	3	-8	4
O=C(NCC(=O)N(c1cccnc1)C(C(=O)NCc1ccco1)c1ccccc1)c1ccco1 (stereo not drawn)	0.4	-2	-3	0	-1	23	19	-8	-11	5
O=C(CCCC(=O)N(CC(=O)NC1CCCCC1)Cc1ccc2c(c1)OCO2)Nc1ccccn1	0.2	-5	1	4	1	38	-32	0	14	-6
O=C(COC(=O)[C@@H]1CC(O)CN1S(=O)(=O)c1ccc([N+](=O)[O-])cc1)NC12CC3CC(CC(C3)C1)C2 (stereo partly drawn)	-0.2	18	-6	3	0	18	-21	3	-26	1
O=C(C1CCN(C2CCN(C/C(Cl)=C/c3ccccc3)CC2)CC1)N1CCOCC1	0.1	-1	3	-2	-1	20	2	-3	-24	-5
O=C(O)C1CSC(c2ccc3c(c2)OCO3)N1 (stereo not drawn)	0.4	3	-2	-2	-1	28	1	-68	-17	-56*
NC(=O)c1ccc(C(F)(F)F)cn1	0.4	1	-5	0	0	25	1	-7	-33	-8
O=C1CCC(=O)N1CC(=O)N1c2ccccc2Sc2ccccc21	0.4	-5	0	6	-1	21	2	-5	-15	-3
Cc1cccc(C)c1NC(=S)NC(C)(C)CO	0.5	4	5	-2	2	-2	-3	13	-20	2
Cc1cc(C(=O)NNC(=O)CCN2CCN(c3ccccc3)CC2)c2ccccc2n1	-0.2	-1	-1	-3	0	23	-23	-2	-30	4
CN(C)CCN(Cc1ccco1)C(=O)c1oc2ccccc2c1NC(=O)COc1ccccc1	-0.3	1	4	3	2	-5	8	30	5	1
O=C(NCN1C(=O)C2C3C=CC(C3)C2C1=O)OC1CCCCC1 (stereo not drawn)	-0.2	0	4	6	-1	9	3	-7	-5	-2
COc1ccc(C(c2nnnn2C2CCCC2)N2CCC(C(N)=O)CC2)c(OC)c1 (stereo not drawn)	0.3	nt	8	4	3	13	9	2	2	1
CCOc1ccccc1CNC(=O)CCCn1ncn2c(cc3occc32)c1=O	-0.6	1	-8	1	1	15	-10	31	-25	17
O=C(O)c1cc(-c2ccco2)[nH]n1	-0.2	-6	-1	-16	3	25	-6	-2	-20	-2
CN(C)/C=N/c1[nH]ncc1C#N	0.0	-7	-5	-2	1	11	-7	-11	7	-2
COc1ccc(-c2ccc(=O)n(Cc3cccc(Cl)c3)n2)cc1	-35	-1	-4	-5	3	24	0	18	-27	6
Cn1c(SCc2ccccc2)nnc1-c1ccco1	1.3	-4	1	0	5	-13	-120	10	-85	2
CCNC(=O)CC1C(=O)N(c2ccc(C)cc2)C(=O)N1Cc1ccccn1 (stereo not drawn)	0.2	3	1	-3	2	7	2	2	-8	-5
CC1CCCCN1S(=O)(=O)c1ccc(S(=O)(=O)N2CCN(c3ccccc3)CC2)cc1 (stereo not drawn)	-0.7	4	-7	-3	4	9	3	16	-52	-1
O=C1NCCN1CCNS(=O)(=O)c1ccc2ccccc2c1	-0.5	2	-4	-7	3	13	9	6	-9	2
Cc1ccc(NC(=O)c2cccc(S(=O)(=O)N(C)C3CCCCC3)c2)nc1	-0.1	1	-10	nt	nt	29	18	-10	nt	-2
CCC(=O)N(C)/C=C1\Sc2ccccc2C1=O	0.0	9	9	0	26*	5	4	-11	-28	-5
COc1ccc(S(=O)(=O)N2CCCCCC2)cc1C(=O)N(C)CC(=O)Nc1cc(C)ccc1C	-0.4	-5	-4	0	-1	12	-24	37	-8	7
Cc1c(Br)c([N+](=O)[O-])nn1CC(=O)NCc1ccccc1	0.0	nt	0	4	-1	-5	-10	7	-1	-3
COc1ccc(N2CCN(C(=O)CCc3ccccc3)CC2)cc1	0.4	-13	-7	-1	-4	31	3	-8	-4	-6
COCc1cc(C)nc(N)c1C#N	-0.6	-9	-1	nt	nt	7	-4	17	nt	-3
Cc1ccc(OC(C)C(=O)N=Nc2c(O)[nH]c3ccc([N+](=O)[O-])cc23)cc1 (stereo not drawn)	-0.1	-11	1	5	-2	14	-4	9	21	3
O=C(NCCCc1ccccc1)c1cncc(Br)c1	1.8	1	13	-2	1	5	-11	-2	-33	0
COC(=O)N1C(=O)[C@@](c2ccccc2)(C(C)C)N1C(=O)OC	-2.1	-1	7	2	0	15	4	9	-10	9
CCN1C(=O)N(CC)C2C1N(CO)C(=O)N2CO (stereo not drawn)	-0.1	5	7	8	5	4	14	-7	-9	-14
CCOc1ccccc1-c1nnc(SCC(=O)NC2CC2)n1CC	0.2	-6	8	2	-1	14	15	-15	-24	-7
CSc1ccc(C2CC(=O)Nc3nc(SC)[nH]c(=O)c32)cc1 (stereo not drawn)	-0.2	-4	-3	3	2	0	3	7	-29	0
CSc1ccc(/C=N/NC(=O)CN2CCN(Cc3ccccc3Cl)CC2)cc1	-0.2	1	2	-9	2	9	5	2	-16	-5
Fc1ccc(C2c3cccn3CCN2C(=S)Nc2cccc(Br)c2)cc1 (stereo not drawn)	-0.4	8	-11	11	-4	21	-2	-5	-14	1
O=C(NCc1ccccn1)c1c(O)c2c([nH]c1=O)CCCC2	0.3	-9	-3	-4	2	19	-30	0	-24	9
Cc1cc(C(=O)N2CCCC(N3CCN(c4cccc(C(F)(F)F)c4)CC3)C2)c(C)o1 (stereo not drawn)	-0.2	3	-12	-3	1	16	8	7	-29	10
O=C(NCc1cccnc1)c1ccc(CS(=O)(=O)c2ccc(Br)cc2)o1	0.6	?	5	2	-2	18	7	42	-37	12
O=C(NNC1=NCCC1)c1cccc(S(=O)(=O)N2CCCCC2)c1	-0.1	nt	6	2	2	13	-3	-5	1	-7
COc1ccccc1NC(=O)CCC(=O)OC(C)C(=O)c1ccccc1 (stereo not drawn)	-28	-3	-8	6	-5	26	4	-10	16	-8
O=C(CSc1ccccc1)Nc1cc(Cl)ccc1Oc1ccccc1	-0.3	-3	27	-13	9	9	20	23	-17	11
Cc1cc(C)c(NC(=O)Cn2c(=O)n(Cc3ccco3)c(=O)c3ccccc32)c(C)c1	-0.6	-3	5	-1	-1	29	-7	10	-25	3
N/C(CSc1ncccc1C(F)(F)F)=N\O	nt	-5	nt	-1	0	17	nt	nt	5	nt
COC(=O)C1=C(C)OC(N)=C(C#N)C1c1cccnc1 (stereo not drawn)	-19	2	-1	1	7	19	-23	39	-11	12
Cc1cccc(OCc2nnc(SCC(=O)N3CCCC3)o2)c1	0.9	-3	-2	-6	3	14	3	0	-3	-3
COc1ccc(C(C(=O)NCCC(C)C)N(CCN2CCOCC2)C(=O)Cn2nnc3ccccc32)c(OC)c1 (stereo not drawn)	-0.1	5	-3	-2	-7	20	5	-6	-17	-2
O=C(COc1ccccc1/C=C\c1[nH]c(=O)[nH]c(=O)c1[N+](=O)[O-])Nc1ccccc1	0.3	-4	1	-2	0	3	-30	31	-47	7
O=C(Cc1coc2cc3c(cc12)CCC3)OCc1cc(=O)n2c(n1)sc1ccccc12	-0.6	4	-4	-4	2	14	-11	-7	-12	-6
NC(=O)c1cc2ccccc2o/c1=N\NC(=O)c1ccco1	-0.1	2	6	-2	-1	27	12	-6	-31	-1
C=CCNC(=S)N1CCC(C(=O)c2ccc(F)cc2)CC1	-2.0	-13	1	3	1	17	3	-4	-17	0
Cc1ccc(NS(=O)(=O)c2ccc3c(c2)n(C)c(=O)n3C)cc1	-0.4	-3	2	0	0	17	3	-2	-43	2
COc1ccccc1NC(=O)NCCc1ccccc1	nt	-4	nt	2	6	39	nt	nt	-9	nt
CC(C)Sc1nc2ccccc2n1CC(=O)NCc1ccc2c(c1)OCO2	-0.4	-1	1	6	1	22	-5	11	13	7
O=C(c1ccccc1)c1nc2ccccc2[nH]c1=O	0.0	0	-12	2	-2	29	14	11	8	-7
CCc1nc(N)c(C#N)c(-c2ccc(F)cc2)c1C	-0.2	-2	-3	-2	4	13	38	-4	-17	3
CC(C)(C)c1ccc(C2CC2C(=O)N/N=C\c2ccc[nH]2)cc1 (stereo not drawn)	-0.1	7	4	58*	0	-67	44	-19	-39	-6
O=S(=O)(/C=C/c1ccccc1)n1cnc2ccccc21	0.3	-9	0	0	3	22	-2	-48	5	-36
Brc1ccc(-c2noc(-c3ccccc3)n2)o1	1.4	1	3	-3	-2	9	-81	42	-87	8

Next part:
SMILES	HIF act	HDAC3 inhib	Platelet DG rel	IEC-6 tox	HSP90 inh	AI-2 QS modul	aSyn 5UTR inh	HSF1 activator	KLF5 inh	HSF1 inhib
Cc1cc(C)c(C#N)c(SCC(=O)Nc2ccccc2)n1	4.8	-7	5	7	-6	5	-212	29	-63	7
COc1ccc(/C=N/Nc2cc(C)nc(NS(=O)(=O)c3ccc(C)cc3)n2)cc1	0.3	6	0	-2	-2	0	18	-29	-5	-8
O=C(NCCCN1CCCC1=O)c1cc2nc(-c3ccco3)cc(C(F)(F)F)n2n1	0.6	-7	-3	-9	1	nt	1	29	-8	10
CC(OC(=O)Cn1cnc2c1c(=O)n(C)c(=O)n2C)C(=O)NC(C)c1ccc(Cl)cc1Cl (stereo not drawn)	1.2	-5	-3	nt	nt	10	7	8	nt	9
O=C(Cc1c(F)cccc1Cl)N/N=C/c1cccnc1	-0.7	-7	0	-2	-4	13	0	-4	-32	-10
COc1ccccc1NC(=O)CC1COc2ccccc2O1 (stereo not drawn)	-0.3	3	3	3	-1	9	13	7	0	3
N#CC(C#N)=Cc1c[nH]c(=O)c(C#N)c1Nc1ccccc1	-0.3	-157	15	nt	nt	13	-25	4	nt	4
CCn1c(SCc2nc(-c3ccc(Cl)cc3)no2)nnc1-c1ccco1	2.5	2	-3	2	4	-38	-20	-9	-4	-1
CC(=O)c1ccc(Nc2ccc(-c3ccccc3C)nn2)cc1	2.0	-2	0	7	2	3	-148	19	-97	21
Cc1cc(C(=O)OCC(=O)Nc2ccc(F)cc2[N+](=O)[O-])c2ccccc2n1	-0.2	6	-5	-1	3	34	6	37	-1	10
O=C(NCCSCc1ccccc1)c1ccc(C2SCC(=O)N2Cc2ccccc2)cc1 (stereo not drawn)	nt	-2	-1	-4	-1	10	24	18	-31	5
CCN(CC)S(=O)(=O)c1ccc(O)c(C(=O)OCC(=O)Nc2ccc(OC(F)(F)F)cc2)c1	-0.2	0	-1	-3	-1	4	0	-7	0	1
CCOC(=O)c1cc2ccccc2nc1C	1.2	-4	-1	-5	2	10	8	8	-11	-2
Cc1ccc(C(=O)N2CCN(c3ncc(C(F)(F)F)cc3Cl)CC2)s1	-0.4	2	-8	-4	-4	7	-2	-3	0	3
COCC(=O)Nc1nnc(CCc2ccccc2)s1	0.5	3	-2	2	3	34	2	-3	-12	-2
